# Bioassay records as filed in PubChem BioAssay.
# FUS yeast rescue – FUS proteinopathy suppression in yeast. 0.24% of 390,000 active. S. cerevisiae FUS-expressing, growth rescue, OD600, 24 h. Potency, µM (highest dose often 76.6 µM), for the others: at the top dose growth rescue (activation), most hits filed as activators. AID 1347120;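 note: potency is the fitted concentration of half-maximal effect; plate controls were DMSO vehicle for no effect and reference control for full effect; nearly all actives have a fitted effect of over 55% in size; some results filed as inactive show a strong effect at the top dose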
#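 Quantitative HTS measuring growth restoration of FUS-toxic yeast. Galactose-induced cells (OD 0.005) were exposed 24hr at 30C to compounds at several concentrations, then absorbance at 600 nm was recorded.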
# pAkt inh – inhibitors of Akt phosphorylation | Neuro2A IGF-stimulated pAkt S473 HTRF, 20 min; stronger effect = lower value | activity change, % for hits at 50 µM | 0.32% of 360,000 active | AID 651550; in the data active = activity change below about -80%; inconclusive = mostly about -51% to -80%; note: % is set by controls: 0 for no effect and ±100 for the full control effect
#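 Single-point screen (50 µM final compound) in Neuro2A cells stimulated 20 min with 6 nM IGF at 37 deg C. After lysis, Ser473-phosphorylated Akt read by HTRF (ex 330 nm, em 615/665 nm) as the 665/615 ratio.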
# TDP43 rescue – TDP-43 toxicity inhibition in yeast; TDP-43 expressing yeast growth rescue, BacTiter-Glo, 24 h; Potency, µM (doses to about 46.1 µM), inactives show top-dose growth rescue (activation), hits mostly activators; 1.8% of 410,000 active; AID 652104; note: potency is the fitted concentration of half-maximal effect; % of control where 0% means no effect; nearly all actives have a fitted effect of over 50% in size
#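 Readout is BacTiter-Glo luminescence of cell growth, so inhibitors register as activators. TDP-43-expressing yeast at OD600=0.02 in galactose medium, after raffinose pregrowth to mid-log, were incubated with compound for 24 hr at 30 deg C.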
# aSyn rescue – inhibitors of alpha-synuclein toxicity in yeast; Potency, µM (titrated, usually from 46.1 µM), without a hit: at the highest dose growth rescue (activation), actives largely listed as activators; AID 652106; 0.14% of 370,000 active; Yeast expressing alpha-synuclein, growth rescue, BacTiter-Glo, 24 h; note: potency is the fitted concentration of half-maximal effect; % of control where 0% means no effect; nearly all actives have a fitted effect of over 65% in size
#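 Readout is rescue of growth in alpha-synuclein-expressing yeast, so inhibitors of toxicity appear as activators. Growth after 24 hr at 30 deg C in galactose medium is quantified by luminescence.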
# Abeta rescue – compounds reversing amyloid beta toxicity in yeast; Potency, µM (series often up to 46.1 µM), for the others: top-dose growth rescue, most hits filed as activators; yeast expressing A-beta42, growth rescue, OD600, 48 h; response scale: 0% DMSO, 100% iron-clioquinol control; 0.063% of 410,000 active; AID 1347071; note: potency is the fitted concentration of half-maximal effect; nearly all actives have a fitted effect of over 55% in size
#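 Yeast growth medium received pinned compounds, then yeast cells expressing toxic A-beta were added; plates incubated at 30 C for 48 hr. Growth read as absorbance at 600 nm, normalized to DMSO and equimolar FeCl3 plus clioquinol controls.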
# GLP1R inv ag – inverse agonists of human GLP-1 receptor | HEK293 GLP-1R CRE-luciferase, luminescence, 24 h; GLP-1R form is constitutively active | 1.6% of 410,000 active | Potency, µM (titrated, usually from 38.3 µM), without a hit: at the highest dose activity change, negative = inhibition, most hits filed as inhibitors | P43220; note: potency is the fitted concentration of half-maximal effect; % is set by controls: 0 for no effect and ±100 for the full control effect; nearly all actives have a fitted effect of over 55% in size
# Target sequence (P43220 whole entry, looked up): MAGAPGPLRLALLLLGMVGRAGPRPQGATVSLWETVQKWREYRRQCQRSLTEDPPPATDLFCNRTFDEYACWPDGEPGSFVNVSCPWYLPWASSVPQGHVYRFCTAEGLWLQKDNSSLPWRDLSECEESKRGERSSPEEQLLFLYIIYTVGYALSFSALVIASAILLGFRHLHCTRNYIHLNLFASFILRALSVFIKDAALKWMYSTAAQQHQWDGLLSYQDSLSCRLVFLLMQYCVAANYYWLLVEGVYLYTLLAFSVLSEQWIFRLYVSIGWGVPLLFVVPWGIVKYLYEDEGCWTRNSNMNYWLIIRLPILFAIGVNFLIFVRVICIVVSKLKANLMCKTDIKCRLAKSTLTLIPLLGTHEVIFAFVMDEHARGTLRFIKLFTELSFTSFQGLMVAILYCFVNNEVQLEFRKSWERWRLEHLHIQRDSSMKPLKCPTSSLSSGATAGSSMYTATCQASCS
#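 HEK293 cells stably co-expressing a cAMP-responsive luciferase reporter and constitutively active GLP-1R were seeded, incubated 12 h, then exposed to compounds for 24 h at 37 C. Luminescence was read 12 min after detection reagent; inverse agonists lower signal.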
# GLP1R cytotox – cytotoxic in the GLP-1 receptor inverse agonist counter-screen; Potency, µM (highest dose often 38.3 µM), for inactives: at the top dose activity change, negative = inhibition, hits mostly inhibitors; HEK293 cAMP-luciferase reporter cells, luminescence, 24 h; 0.13% of 410,000 active;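 note: loss of luciferase light is scored as toxicity; potency is the fitted concentration of half-maximal effect; % is set by controls: 0 for no effect and ±100 for the full control effect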
#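 A 23 nL compound transfer followed 12 hours of cell culture at 37 deg C; exposure then lasted 24 hr. Luciferase assay detection reagent was dispensed and plates read for luminescence after a 12 min room-temperature wait.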
# PTHR1 ag – PTHR1 (human) receptor agonism; Q03431; HEK293 GP2 PTHR1 cells, GloSensor cAMP luminescence, 1 h; Potency, µM (titrated, usually from 115 µM), without a hit: at the highest dose activation, usual class: activators; 0.075% of 410,000 active; note: potency is the fitted concentration of half-maximal effect; nearly all actives have a fitted effect of over 55% in size; some results filed as inactive show a strong effect at the top dose; inactives centre near -15; many of its hits are not listed in these tables
# Target sequence (Q03431 whole entry, looked up): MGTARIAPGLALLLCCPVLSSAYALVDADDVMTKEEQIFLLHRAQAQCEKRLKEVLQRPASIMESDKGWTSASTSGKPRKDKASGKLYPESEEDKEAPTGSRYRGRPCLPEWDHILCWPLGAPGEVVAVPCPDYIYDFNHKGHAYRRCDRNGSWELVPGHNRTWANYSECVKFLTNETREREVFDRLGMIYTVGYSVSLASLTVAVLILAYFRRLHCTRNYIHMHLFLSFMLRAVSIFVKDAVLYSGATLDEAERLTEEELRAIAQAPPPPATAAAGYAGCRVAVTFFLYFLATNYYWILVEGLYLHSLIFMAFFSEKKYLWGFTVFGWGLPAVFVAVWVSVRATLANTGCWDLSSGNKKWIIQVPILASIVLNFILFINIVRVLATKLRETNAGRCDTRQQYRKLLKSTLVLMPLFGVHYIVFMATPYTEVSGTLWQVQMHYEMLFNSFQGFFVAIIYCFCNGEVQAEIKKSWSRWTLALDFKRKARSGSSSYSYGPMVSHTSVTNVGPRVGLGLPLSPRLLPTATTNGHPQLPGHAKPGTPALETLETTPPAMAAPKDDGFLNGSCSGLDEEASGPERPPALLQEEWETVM
#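 HEK-293-derived GP2 cells expressing PTHR1 and a GloSensor cAMP reporter, 3,000/well, plated overnight, given luciferin plus IBMX (each 0.5 mM as added) for 1 h at 37 °C, then compound for 1 h at 37 °C. Luminescence was read after 15 min at room temperature.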
# Mm-Cpn inhibitor – blocks the Methanococcus maripaludis chaperonin Mm-Cpn | Potency, µM (doses to about 76.9 µM), inactives show at the top dose activity, negative = inhibition, usual class: inhibitors | purified Mm-Cpn ATPase, ADP Transcreener TR-FRET | 0.031% of 330,000 active; note: potency is the fitted concentration of half-maximal effect; % is set by controls: 0 for no effect and ±100 for the full control effect; nearly all actives have a fitted effect of over 80% in size
#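 Eu-cryptate anti-ADP/ADP-d2 competition gives a ratio inversely related to ADP. Enzyme at 25 nM was pre-exposed to compound for 10 min, then given 10 uM ATP for 30 min, 37°C throughout.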
# An asterisk follows results filed as active; i = inactive; u = inconclusive; x = not tested or not shown; [ ] = another dose, or the depositor's remark. Unless noted, calls come from the whole dose curve; as a rule, active = well fitted curve in the direction sought with a large enough effect; inconclusive = small, poorly fitted or top-dose-only effect, or another doubt; inactive = no such curve, though single readings can be large; an effect the other way counts as inactive or inconclusive. Some of the compounds tested, so the mix of outcomes need not match the whole.
molecule | Abeta rescue | Mm-Cpn inhibitor | FUS yeast rescue | TDP43 rescue | GLP1R inv ag | aSyn rescue | pAkt inh | GLP1R cytotox | PTHR1 ag
CC(=O)c1sc(NC(=O)COc2ccccc2)nc1C | -9% | -8% | 13% | 6% | 3% | -3% | i | 24% | -11%
Cc1ccc(S(=O)(=O)NCC(=O)N(CC(=O)NCC2CCCO2)Cc2ccccc2)cc1 (stereo unspecified) | -5% | -1% | -4% | 3% | -8% | -6% | i | -6% | i
CCOC(=O)C1=C(N)N(c2cc(S(=O)(=O)N3CCOCC3)ccc2Cl)C(=O)C1 | -10% | u | 20% | -24% | 12% | -7% | i | 6% | -1%
Cc1cc(C)nc(-n2nc(C)cc2NC(=O)c2cccc(S(=O)(=O)N(C)C)c2)n1 | -35% | -3% | 0% | -8% | 0% | 11% | i | -9% | i
Cc1cc(-c2nnco2)c(C)n1-c1ccc(F)cc1 | -7% | -1% | -3% | 13% | 57%[activator] | 1% | i | 5% | 7.1µM*
O=C1CC(c2ccccc2)Oc2ccccc21 (stereo unspecified) | -10% | x | -36% | 14µM* | -19% | -1% | x | 2% | 2%
Cc1ccccc1OCCn1ccnc1 | -2% | 0% | -19% | 3% | 8% | 1% | i | 5% | i
CCOC(=O)c1c(NC(=O)c2cc(-c3ccc(Cl)cc3)on2)sc(C)c1C | -12% | x | 1% | 2% | 13% | x | x | 1% | i
CC(=O)N/N=C(\C)c1ccc2c(c1)OCCO2 | 5% | -3% | -5% | 15% | 4% | 8% | i | 0% | i
COc1ccc(C(=O)Nc2ccc(S(=O)(=O)N3CCc4ccccc43)cc2)cc1 | -12% | x | x | 21% | u | -11% | i | 2% | -27%
O=C(COC(=O)C1CCN(c2ccc(C(F)(F)F)cn2)CC1)Nc1ccc(Cl)cc1 | 20% | -1% | 25% | 8% | 5% | -4% | i | 5% | -24%
CC(=O)Nc1cc2c(cc1C(=O)c1ccc(C)cc1)OCCO2 | u | x | -12% | 16% | 19% | 0% | i | -14% | -4%[57.5 µM]
Cc1c(NC(=O)C(C)OC(=O)CC2CC3CCC2C3)c(=O)n(-c2ccccc2)n1C (stereo unspecified) | -3% | 1% | -1% | -8% | -8% | -6% | i | 13% | -7%
Cc1ccc(-c2cc3c(N4CCN(c5cc(C)ccc5C)CC4)nccn3n2)cc1 | -1% | x | -4% | 30% | -7% | x | x | -13% | -17%
O=C(CCn1cnc2ccccc2c1=O)Nc1ccc(S(=O)(=O)N2CCCCC2)cc1 | 1% | 0% | 22% | 13% | -9% | 2% | i | 11% | i
CC1(C)Cc2c(c(=S)nc(-c3ccccc3)n2CCO)CO1 | 17%[9.22 µM] | -3% | -5% | 9% | 1% | 3% | i | -9% | -18%
Cc1sc(NC(=O)CCCC(=O)O)c(C(N)=O)c1-c1ccccc1 | 1% | -2% | 6% | -9% | 17% | 5% | i | -14% | -23%
CC=Cc1cc(OC)c2c(c1)C(C)C(c1ccc(O)c(OC)c1)O2 (stereo unspecified) | 6% | x | u | 35µM* | u | u | i | 4% | -16%
CN1CCN(C2=CC(=O)OC23CCCCC3)CC1 | 20% | 0% | 1% | -7% | 5% | 2% | i | -9% | -31%[inhibitor][57.5 µM]
O=C(NCCCN1CCN(c2ccccc2F)CC1)C1CCC(=O)N1C1CCCC1 (stereo unspecified) | -7% | 0% | -11% | 15% | -10% | -1% | i | 0% | i
CCOC(=O)c1cc(-c2ccccc2)nc2nc(N3CCCCC3)sc12 | -10% | -2% | -5% | -3% | 17% | 7% | i | 12% | -4%
CCCCNC(=O)C1C(c2ccc(OC)cc2)=Nc2ccccc2N1C(=O)c1cccnc1 (stereo unspecified) | -10% | x | 34% | -16% | -5% | -13% | i | 9% | 1%
CCOC(=O)c1cnc2ccc(C)cc2c1NCCc1ccc(OC)c(OC)c1 | -20% | x | -11% | -3% | 3% | x | x | -3% | -18%
NS(=O)(=O)c1cccc(NC(=O)COC(=O)CCCc2c[nH]c3ccccc23)c1 | 16% | -1% | -7% | 22% | -8% | -7% | i | 14% | -16%
COc1ccccc1CNC(=O)c1ccc2nc(N3CCCCC3)sc2c1 | -15% | x | 3% | 2% | 15% | x | x | 3% | -9%
CCOC(=O)N1CCc2c(sc(NC(=O)CN(CC)CC)c2C#N)C1 | -9% | 0% | 15% | -20%[1.82 µM] | 13% | -2% | i | -7% | -6%
COc1cc(CC(=O)N2CCC(n3nccc3NC(=O)C3CC3)CC2)cc(OC)c1OC | -4% | 0% | x | 19% | 15% | -1% | i | -2% | -12%
Cc1ccc2cc(CN(Cc3ccccc3)Cc3nnnn3C3CCCC3)c(=O)[nH]c2c1 | -3% | -4% | u | -1% | 15% | 7% | i | u | i
Cc1csc(CNC(=O)C2CCC(=O)N(CCCc3ccccc3)C2)n1 (stereo unspecified) | -7% | 1% | -4% | -7% | 15% | -6% | i | -9% | 17%
COC(=O)C(=CC(=CN(C)C)C=C(C(=O)OC)C(=O)OC)C(=O)OC | 5% | 2% | -15% | -16% | 13% | 2% | i | -16% | -33%
COC(=O)c1noc(-c2ccc(OC)cc2)n1 | 4%[9.22 µM] | -3% | -49%[inhibitor] | 11% | -50% | 2% | i | -45% | -18%
CS(=O)(=O)N(CC(=O)NCCSc1ccccc1)c1ccc2c(c1)OCO2 | 15% | 1% | 14% | -9% | 2% | 2% | x | -17% | i
COc1ccccc1CNC(=O)C1CCN(S(=O)(=O)c2c(C)noc2/C=C/c2cccs2)CC1 | 5% | x | 29% | 16% | -21% | x | x | 3% | -21%
CN1CCC(=O)N([C@H](CSc2ccccc2)Cc2ccccc2)CC1 | -10% | 1% | -12% | 16% | -9% | -1% | i | 6% | i
O=C(Nc1ccc([N+](=O)[O-])cc1)c1cc2ccccc2nc1Cl | -3% | 1% | 19% | 5% | u | -13% | i | -12% | -16%
CSc1ncc(CN2CCCC(C(=O)Nc3ccc(-c4ccco4)cc3)C2)cn1 (stereo unspecified) | x | -19% | u | 6% | u | 2% | i | 12% | i
Cc1ccc(C)c(N2CCN(C(=O)CCc3nc(-c4ccccc4F)no3)CC2)c1 | 34% | 1% | 44% | u | -13% | 3% | i | 0% | -54%[inhibitor]
Cc1ccccc1CNC(=O)CCS(=O)(=O)c1cc2c3c(c1)CCN3C(=O)CC2 | -8% | x | 4% | 10% | 5% | x | x | 5% | i
CC(=O)Nc1ccc(-c2sc(Nc3ccccc3)n[n+]2C)cc1 | -12% | -7% | 4% | -3% | 14% | 3% | i | 1% | -26%
COc1ccc(N2C(=O)Cc3c2nc(N)c(C#N)c3N)cc1 | -4% | 3% | 9% | -15% | 84%[activator] | 0% | i | -2% | i
COc1cc(C)c(C)cc1S(=O)(=O)NC1CC(C)(C)NC(C)(C)C1 | -17% | 0% | 12% | -26% | -21% | -1% | i | -2% | 1%
COc1cccc(CSc2nnc(CSc3nc4nc(C)cc(C)n4n3)s2)c1 | -5% | 2% | 30% | 20µM* | u | 2% | x | -27% | i
O=C1CCc2cc(S(=O)(=O)N3CCCCC3)cc3c2N1CC3 | -10% | -2% | -9% | -5% | 18% | -8% | i | 0% | -5%
COc1ccc(-c2csc(NC(C)c3nc4cc(Cl)c(N5CCCCC5)cc4n3CCCO)n2)cc1 (stereo unspecified) | 2% | x | u | 7% | u | -1% | i | -27% | -6%
Cc1noc(C)c1COc1ccc(C(=O)Nc2ccccn2)cc1 | -1% | 0% | u | 8% | 18% | -9% | i | 6% | -32%[inhibitor]
COc1ccc(N(CC(=O)NCCc2ccccc2)S(=O)(=O)c2ccc(OC)c(OC)c2)cc1 | -14% | x | 7% | 0% | 6% | x | x | 4% | -17%
O=C(Nc1ccccc1F)c1ccc2c(c1)CCN2S(=O)(=O)c1ccccc1 | 8% | 0% | 23% | -5% | u | 2% | i | -4% | -23%
COc1ccc(-n2c(=O)c3ccccc3n(CC(=O)NCCc3ccc(OC)c(OC)c3)c2=O)cc1 | -8% | x | -6% | 23% | 5% | x | x | -7% | i
COc1ccccc1-c1ccc(=O)n(CC(=O)NCC2CCCO2)n1 (stereo unspecified) | 1% | -1% | -8% | -7% | 17% | -3% | i | -12% | -4%
Cc1ccc2c(c1)N(CC(=O)N1CCC(C)CC1)C(=O)c1cccnc1O2 | -10% | 0% | 2% | -16% | 7% | -14% | i | -6% | i
COc1cccc(Nc2nc(C(N)C(C)C)cs2)n1 (stereo unspecified) | -8% | x | -10% | 20% | -29% | 5% | i | 1% | i
COc1cc(NC(=O)CCC(=O)c2cccs2)cc(OC)c1 | -5% | -1% | 11% | 13% | u | 0% | i | -2% | i
CC(=NNC(=O)c1ccc2nc[nH]c2c1)c1ccc(Br)cc1 | -9% | 3% | -9% | -1% | -16% | 1% | i | 1% | i
CN=C1SC(CC(=O)Nc2ccc(C(C)=O)cc2)C(=O)N1C (stereo unspecified) | -15% | x | u | -12% | 3% | -12% | i | -13% | 37%[57.5 µM]
CCN(CC)S(=O)(=O)c1ccc(/C=C/C(=O)O)cc1 | 2% | 3% | 14% | -10% | -5% | 1% | i | -2% | -2%
CC1CC(=O)N(CC(=O)NCc2ccco2)c2ccccc2S1 (stereo unspecified) | -5% | 0% | 5% | -15% | -1% | 1% | i | 3% | i
